CatB inh – inhibitors of human cathepsin B; 63,000 compounds, 0.1% hits; P07858; AID 453; purified cathepsin B, fluorogenic substrate, fluorescence; inhibition, %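 (tested at 10 µM)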; in the data active = inhibition above about 21%;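 also: 0% = enzyme with no compound and 100% = no enzyme blank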
CatL inh – blocks human cathepsin L protease activity. P07711. purified cathepsin L, fluorogenic substrate, fluorescence. inhibition, %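 (tested at 10 µM)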. 58,000 compounds, 0.17% hits; in the data active = inhibition above about 45%;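 also: 0% = enzyme with no compound and 100% = no enzyme blank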
Target sequence (P07711 114-288 limits assumed): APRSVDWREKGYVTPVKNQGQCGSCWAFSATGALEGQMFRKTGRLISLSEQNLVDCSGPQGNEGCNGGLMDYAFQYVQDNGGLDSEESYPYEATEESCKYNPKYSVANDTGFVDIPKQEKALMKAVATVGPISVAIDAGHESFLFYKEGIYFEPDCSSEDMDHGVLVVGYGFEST
Target sequence (P07711 292-333 limits assumed): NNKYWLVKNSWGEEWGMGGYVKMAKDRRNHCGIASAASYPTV
Cathepsin G inh – blocks human cathepsin G enzyme activity | P08311 | purified enzyme, AMC-tetrapeptide fluorescence, pooled mixtures | inhibition, % at 5 µM (by protocol) | 62,000 compounds, 0.2% hits | AID 581;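 active = inhibition above 20% in each of the two mixture wells holding the compound; inactive = inhibition of 20% or less in either well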;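 also: 0% = enzyme control without mixture and 100% = blank lacking enzyme; strong numbers were not always called active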
Target sequence (P08311 21-244 limits assumed): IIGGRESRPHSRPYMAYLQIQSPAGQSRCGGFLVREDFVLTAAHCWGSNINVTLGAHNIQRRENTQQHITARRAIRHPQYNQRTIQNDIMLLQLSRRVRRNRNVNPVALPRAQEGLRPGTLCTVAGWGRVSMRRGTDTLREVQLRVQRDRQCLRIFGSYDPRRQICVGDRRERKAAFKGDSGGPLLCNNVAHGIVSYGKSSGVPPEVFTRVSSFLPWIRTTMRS
C1s block – blocks human complement C1s protease activity; purified C1s, fluorogenic AMC substrate, pooled mixtures; mean inhibition % of two 10-compound mixtures (active compounds read high), % at 5 µM (by protocol); 62,000 compounds, 0.16% hits; P09871;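 active = inhibition above 20% in each of the two 10-compound mixture wells holding the compound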;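 also: 0% = enzyme wells lacking compound mixture and 100% = no-enzyme blank wells; some compounds called inactive have numbers as strong as hits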
AP complement – alternative pathway complement inhibition, orthogonal assay; AID 1235; inhibition, % at 5 µM; Human serum alternative complement pathway, LPS-coated ELISA, C3 deposition; tested in compound mixtures; 62,000 compounds, 0.08% hits;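 active = inhibition above 30% in each of the two pooled mixtures holding the compound, so the lower value exceeds 30%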;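 also: 0% = serum in Mg-EGTA without compound and 100% = EDTA serum blank; some compounds past the cut are filed as inactive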
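Medium: diluted human serum in Mg2+-EGTA GVB++. Assay system: human serum complement alternative pathway, C3 deposition onto LPS. Also added: Plate-bound LPS. Technique: Anti-C3 ELISA, OD 450 nm. Measure: percent inhibition. Incubation: 1 h at 37 °C. Dosing: 5 µM each compound, pools of ten, 50 µM per pool.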
Ec RNAP inh – Escherichia coli RNA polymerase inhibition | E. coli RNA polymerase, fluorescence transcription assay | 62,000 compounds, 0.2% hits | inhibition, %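 (tested at 10 µM)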 | AID 559 | P0A8V2; in the data active = inhibition above about 20%;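 also: 0% = enzyme without compound and 100% = no enzyme blank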
CatB mix inh – inhibitors of human cathepsin B in compound mixtures; P07858; Purified cathepsin B, AMC dipeptide fluorescence; inhibition, %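 (ten-compound pools at 5 µM per compound and 50 µM total)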; 62,000 compounds, 0.06% hits; in the data active = inhibition above about 22%, passing the limit was not always enough;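 also: 0% = enzyme without compound and 100% = no enzyme blank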
CatS inh – inhibitors of human cathepsin S; recombinant cathepsin S, AMC dipeptide fluorescence, pooled mixtures; inhibition, %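 (tested at 5 µM per compound within 10-compound mixtures)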; P25774; 62,000 compounds, 0.06% hits; AID 501; in the data active = inhibition above about 32%, passing the limit was not always enough;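 also: 0% = enzyme without compound and 100% = blank without enzyme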
Target sequence (P25774 115-331 limits assumed): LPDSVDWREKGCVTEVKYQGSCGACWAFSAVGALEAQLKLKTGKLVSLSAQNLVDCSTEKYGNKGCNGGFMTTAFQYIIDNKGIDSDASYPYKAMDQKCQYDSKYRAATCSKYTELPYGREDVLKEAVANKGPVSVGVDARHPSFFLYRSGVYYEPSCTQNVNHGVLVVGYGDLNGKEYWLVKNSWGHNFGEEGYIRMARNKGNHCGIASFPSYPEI
FXIa inh mix – inhibitors of human coagulation factor XIa, pooled mixtures; purified FXIa, fluorogenic substrate; AID 680; 62,000 compounds, 0.19% hits; P03951; inhibition, % at 5 µM; in the data active = inhibition above about 20%, passing the limit was not always enough;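 also: each value is inhibition by a whole ten-compound pool holding the compound; 0% = enzyme with no mixture and 100% = wells lacking enzyme; strong numbers were not always called active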
Numbers without * were called inactive; x = not tested or not shown. The list is partial, so the mix of outcomes need not match the whole.

SMILES | CatB inh | CatL inh | Cathepsin G inh | C1s block | AP complement | Ec RNAP inh | CatB mix inh | CatS inh | FXIa inh mix
CCCCn1c(SCC(=O)NCc2cccs2)nc2c1c(=O)n(C)c(=O)n2C | -1 | -6 | -1 | -30 | 9 | 0 | -2 | 5 | 3
COc1ccc(Cl)cc1Nc1cc(C)nc2nc(C)nn12 | 6 | 4 | -3 | 0 | 3 | 2 | 4 | 13 | 10
COc1ccc(N(C(=O)C2CCCCC2)C2C=CS(=O)(=O)C2)c(OC)c1 (centres undefined) | 3 | 0 | 1 | 2 | 5 | 4 | -1 | 13 | 13
Cc1ccc(OCCSc2cc(C)nc(N)n2)cc1 | 0 | 6 | 0 | -3 | 11 | 1 | -3 | 5 | 6
CC(=O)c1cc(F)c(N2CCN(C(=O)c3ccco3)CC2)cc1C | 4 | x | 0 | -9 | 15 | -5 | 1 | -5 | 7
O=C1CSC(=S)N1c1cccnc1 | 8 | 14 | 15 | 14 | 2 | 10 | 1 | 9 | 8
O=C(OCC(=O)N1CCN(c2ccccc2)CC1)C1=COCCO1 | -7 | 0 | 1 | 1 | -16 | 5 | -4 | 7 | -1
COc1cc(OC)cc(C(=O)N(CN2CCCC2=O)c2ccccc2OC)c1 | 0 | 2 | 5 | -31 | 9 | 6 | -1 | -14 | 7
CCc1ccc2[nH]c(=O)c(CN(CCO)C(=O)NCc3ccccc3)cc2c1 | -3 | 14 | 3 | 1 | 3 | 7 | 2 | 7 | 0
Cc1cc(N(C)C)c(C#N)c(N2CCOCC2)n1 | 4 | 11 | 1 | -55 | -11 | 9 | -2 | -4 | -6
CC(=O)NCCc1cc2cc(C)c(C)cc2[nH]c1=O | 5 | -4 | 13 | 15 | 9 | 13 | 5 | 2 | 1
CCOC(=O)c1c(C)n(C)c2cc(Br)c(C(=O)OC)cc12 | -1 | -7 | 14 | 10 | 4 | 6 | 4 | -3 | 0

A different layout for some results above:
| compound | CatB inh | CatL inh | Cathepsin G inh | C1s block | AP complement | Ec RNAP inh | CatB mix inh | CatS inh | FXIa inh mix |
| --- | --- | --- | --- | --- | --- | --- | --- | --- | --- |
| Cc1cc(N(C)C)c(C#N)c(N2CCOCC2)n1 | 4 | 11 | 1 | -55 | -11 | 9 | -2 | -4 | -6 |
| CC(=O)NCCc1cc2cc(C)c(C)cc2[nH]c1=O | 5 | -4 | 13 | 15 | 9 | 13 | 5 | 2 | 1 |
| CCOC(=O)c1c(C)n(C)c2cc(Br)c(C(=O)OC)cc12 | -1 | -7 | 14 | 10 | 4 | 6 | 4 | -3 | 0 |

Sorted by molecular weight (highest first): some entries from above
SMILES | CatB inh | CatL inh | Cathepsin G inh | C1s block | AP complement | Ec RNAP inh | CatB mix inh | CatS inh | FXIa inh mix
CCCCn1c(SCC(=O)NCc2cccs2)nc2c1c(=O)n(C)c(=O)n2C | -1 | -6 | -1 | -30 | 9 | 0 | -2 | 5 | 3
COc1ccc(N(C(=O)C2CCCCC2)C2C=CS(=O)(=O)C2)c(OC)c1 (centres undefined) | 3 | 0 | 1 | 2 | 5 | 4 | -1 | 13 | 13
CC(=O)c1cc(F)c(N2CCN(C(=O)c3ccco3)CC2)cc1C | 4 | x | 0 | -9 | 15 | -5 | 1 | -5 | 7
O=C1CSC(=S)N1c1cccnc1 | 8 | 14 | 15 | 14 | 2 | 10 | 1 | 9 | 8

The results go on:
SMILES | CatB inh | CatL inh | Cathepsin G inh | C1s block | AP complement | Ec RNAP inh | CatB mix inh | CatS inh | FXIa inh mix
Brc1ccccc1-c1nnc(CSc2nnnn2-c2ccccc2)o1 | 3 | -5 | 3 | 5 | 9 | -4 | -2 | -2 | 12
CSc1nnc(-c2ccco2)c(-c2ccco2)n1 | 8 | -6 | 12 | 7 | 6 | 11 | 4 | -2 | 3
Cc1ccc(C)c(S(=O)(=O)N2CCC(c3nc4c(nnn4Cc4ccc(F)cc4)c(=O)[nH]3)CC2)c1 | 2 | 28 | 12 | 10 | 13 | 8 | 0 | 8 | 6
CC(C)Cn1c(N)c(C(=O)COC(=O)c2ccncc2)c(=O)n(C)c1=O | 3 | 2 | -13 | -16 | 4 | x | 1 | 1 | 2
COc1cccc(NC(=O)CN(c2cccc(C(F)(F)F)c2)S(C)(=O)=O)c1 | 5 | 8 | -19 | -229 | 1 | 12 | -10 | -19 | -31
CCCCCc1c(O)c2ccccc2[nH]c1=O | -1 | 7 | 13 | 9 | 7 | 4 | 5 | 3 | 1
CCOC(=O)C1CCCN(CCC(=O)Nc2ccc3c(c2)CCC3)C1 (centres undefined) | 5 | 15 | -11 | -96 | -4 | 5 | -8 | 4 | -31
CN1CCN(C(=O)c2cc(Cl)ccc2Cl)CC1 | 4 | 9 | -17 | -84 | -4 | 8 | -5 | -7 | -23
O=C(c1noc2c1CCCC2)N1CCN(c2ccc(F)cc2)CC1 | 3 | 8 | -5 | -3 | 0 | -6 | 7 | -6 | 6
COc1cccc(-n2ccnc2SCC(=O)Nc2nccs2)c1 | 3 | -3 | 0 | -1 | 9 | 0 | -1 | 3 | 9
Cn1c(=O)c2c(ncn2CCN(CCO)Cc2ccccc2)n(C)c1=O | 7 | 6 | 12 | 16 | 6 | 14 | 6 | 11 | 3
CCOC(=O)c1ccc(NC(=O)c2c(O)c3ccccc3n(C)c2=O)cc1 | -11 | x | -3 | -23 | 1 | -2 | -3 | -7 | 6
COc1ccc(C(=O)Oc2c(CN3CCOCC3)cc(Cl)c3cccnc23)cc1OC | 1 | 10 | 1 | 4 | 0 | 7 | 3 | 15 | -3
CC1CCCCC1NC(=O)CN1CCN(Cc2ccccc2Cl)C1=O (centres undefined) | 4 | -7 | 13 | 2 | 3 | 11 | 5 | 19 | 2
O=C(C1CCN(S(=O)(=O)Cc2ccccc2)CC1)N1CCN(c2ncccn2)CC1 | 3 | -14 | -18 | -32 | 4 | -14 | -5 | -8 | -5
CCCN1C(=O)C2(/C(=C(\O)c3ccc4c(c3)OCCO4)C(=O)C(=O)N2CCCOC)c2ccccc21 (centres undefined) | -2 | 9 | 11 | 6 | 14 | 7 | -3 | -7 | 2
CCCn1c(-c2ccc(F)cc2)n[nH]c1=S | 4 | 7 | 5 | 5 | -10 | 9 | 4 | 16 | 0
Cc1cccc2cc(C(c3nnnn3CC3CCCO3)N3CCOCC3)c(=O)[nH]c12 (centres undefined) | 2 | 12 | 8 | -1 | 17 | 3 | 4 | 16 | 11
Cc1nnc(SCc2ccc(F)cc2)s1 | 0 | -6 | 0 | 17 | 6 | 4 | 2 | -6 | -5
CC(C)C12CCC(C(=O)O)C(C1)C(=O)O2 (centres undefined) | -3 | 14 | 1 | -36 | 9 | 6 | -3 | 5 | 4
COc1cccc(C(=O)Nc2ccc3nc(N4CCOCC4)cc(C)c3c2)c1 | 1 | -2 | 3 | -18 | 15 | 4 | 1 | -5 | -5
Cc1cccc(Nc2nc(N)nc(CN3CCN(C)CC3)n2)c1 | 1 | 22 | 4 | 0 | 1 | 13 | 16 | 21 | 7
c1coc(-c2nnc(-c3cccs3)o2)c1 | 3 | -2 | -2 | -64 | 12 | 8 | -1 | -9 | -9
CC(C)CC1(C)NC(=O)NC1=O (centres undefined) | 3 | -7 | 5 | -11 | 10 | 4 | 4 | -9 | 3
NC1=NC2(CCCCC2)n2c(nc3ccccc32)N1 | 3 | 10 | 10 | 20 | 3 | x | 3 | 1 | 9
COC(=O)c1cc2c(C)nn(-c3ccccc3)c2s1 | 0 | 17 | 0 | -4 | 0 | x | 2 | 6 | 1
Cn1nnc2cc(NC(=O)NCc3ccc4c(c3)OCO4)ccc21 | 4 | 22 | 19 | -27 | 1 | 5 | -2 | 1 | -1
Cc1cccc(-n2nc3c(c2NC(=O)c2ccc(Br)o2)CSC3)c1C | -4 | 12 | 2 | 5 | 11 | 3 | 7 | 6 | 9
O=C(CCCN1C(=O)c2ccccc2C1=O)Nc1ccc(S(=O)(=O)N2CCOCC2)cc1 | 0 | 17 | 0 | 4 | -18 | 4 | 2 | 5 | 3
c1ccc(-n2c(Sc3cnccn3)nnc2-c2cccs2)cc1 | 4 | 5 | 2 | 3 | -2 | 7 | 5 | 7 | -3
N#CCCN(Cc1cccnc1)C(=O)c1ccc(S(=O)(=O)N2CCOCC2)cc1 | -2 | -5 | -5 | 3 | 15 | 3 | 4 | -7 | 13
CCCCNC(=O)CCn1c(=O)c2ccccc2n(CC(=O)N2CC(C)CC(C)C2)c1=O (centres undefined) | -1 | 11 | 5 | 16 | 25 | 1 | 29 | 13 | 27
Cc1ccc(S(=O)(=O)C2(C(=O)NCc3ccc4c(c3)OCO4)CC2)cc1 | 1 | x | 10 | 9 | 7 | 9 | 2 | 1 | 18
O=C(N1CCN(Cc2ccccc2)CC1)C12CC3CC(CC(C3)C1)C2 | -4 | -2 | 1 | 1 | 14 | -9 | -6 | -3 | 11
COc1ccccc1-c1c(C)oc2c(CN3CCN(C)CC3)c(O)ccc2c1=O | 0 | -20 | 1 | -35 | 3 | -6 | 0 | -6 | -3
O=C(CC1CC2CCC1C2)NCc1cccs1 (centres undefined) | -1 | -1 | -1 | 4 | 6 | 4 | 6 | -9 | 7
O=c1c2c3nc4ccccc4nc3n(CCN3CCOCC3)c2ncn1CCN1CCOCC1 | 4 | 3 | 13 | 12 | 0 | 2 | 0 | 14 | 5
Cc1cc(=O)n2nc(N3CCC(C(=O)NCCC4=CCCCC4)CC3)sc2n1 | -2 | 5 | 8 | -4 | 10 | -2 | -3 | 6 | 5
Cn1c(SCC(=O)N2CCOCC2)nnc1-c1cnccn1 | 2 | 4 | -5 | 0 | 3 | 3 | 4 | -2 | 6
Cn1c(=O)c2c(nc(CN3CCN(C(=O)c4ccco4)CC3)n2Cc2ccc(Cl)cc2)n(C)c1=O | 3 | 14 | 13 | 10 | 10 | 12 | 4 | 8 | 8
COc1ccccc1NC(=O)Cn1c(CN2CCCCC2)nc2ccccc2c1=O | 5 | 8 | 3 | -19 | 0 | 8 | 1 | -10 | 2
O=C(CSc1nccn1-c1ccc(F)cc1)Nc1ccc2c(c1)OCO2 | -1 | -2 | 1 | -1 | 12 | 0 | 4 | -4 | 4
CN1CCN(C(=O)c2cc3nc(-c4ccc(Cl)cc4)cc(C(F)(F)F)n3n2)CC1 | 12 | x | -4 | -18 | 3 | 1 | 8 | 10 | 9
O=C(CSc1nnc(-c2ccco2)n1-c1ccccc1)N1CCN(C(=O)c2ccco2)CC1 | 5 | 21 | 11 | 11 | 6 | 5 | 5 | 9 | 4
CC(C)NCc1c(O)c(Br)cc2oc3c(c12)CCCC3 | -3 | 0 | -2 | -6 | 16 | -2 | 0 | 1 | 9
COc1ccccc1-n1c(SCC(=O)Nc2cccc(C)c2)nc2c(c1=O)SCC2 | 5 | 8 | 12 | 15 | 15 | 10 | 3 | 1 | 11
CCCN1CCN(C(=O)c2cn(CC(C)C)c(=O)c3cc(OC)c(OC)cc23)CC1 | -1 | -3 | 12 | 9 | -2 | 5 | 6 | 18 | 7
CCCCC(=O)Nc1cccc(NC(=O)CC)c1 | -3 | -6 | 0 | -4 | 16 | -7 | -5 | -2 | 10
CCOC(=O)C1CCCN(Cc2ccc(OC)cc2OC)C1 (centres undefined) | 2 | x | 4 | 3 | 7 | 6 | 3 | -3 | -4
CCn1c(COc2ccccc2)nnc1SCC(=O)C(C)(C)C | -1 | -4 | 3 | 2 | 10 | 1 | -3 | -7 | 9
Cc1n[nH]c(C)c1S(=O)(=O)N1CCCC(C(=O)Nc2nccs2)C1 (centres undefined) | -2 | 17 | 9 | 14 | 4 | 4 | 6 | 6 | 18
O=C(CSc1nnc(-c2ccncc2)n1C1CCCCC1)Nc1ccccc1 | 4 | x | 3 | -6 | 10 | 10 | 4 | -4 | 8

Source: PubChem BioAssay
